# PAFAH2 FP inh: PAFAH2 enzyme inhibitors, primary screen, biochemical, fluorescence polarization, human; Platelet-activating factor acetylhydrolase 2, cytoplasmic (Homo sapiens), Q99487; recombinant PAFAH2, FP-rhodamine activity probe; inhibition, % at 3.39 µM; 340,000 compounds, 0.99% hits;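 active = inhibition above the mean over all tested compounds plus 3 SD, cut at about 30% in these data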;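 also: inhibitors block probe labeling of enzyme so polarization drops; 0% = enzyme with DMSO and 100% = wells lacking PAFAH2 protein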
# LYPLA2 inh: LYPLA2 inhibitors, primary screen, counter-screen for PME1 inhibitor project, biochemical, fluorescence polarization, FP-Rh probe ABPP. Acyl-protein thioesterase 2 (Homo sapiens), O95372. recombinant LYPLA2. inhibition, % at 5.9 µM. 320,000 compounds, 0.38% hits;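 active = inhibition above the screen-wide mean plus 3 SD, limit set per campaign, cut at about 26% in these data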;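 also: 0% = LYPLA2 with DMSO and 100% = wells lacking LYPLA2 enzyme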
# Target sequence (O95372 whole entry, looked up): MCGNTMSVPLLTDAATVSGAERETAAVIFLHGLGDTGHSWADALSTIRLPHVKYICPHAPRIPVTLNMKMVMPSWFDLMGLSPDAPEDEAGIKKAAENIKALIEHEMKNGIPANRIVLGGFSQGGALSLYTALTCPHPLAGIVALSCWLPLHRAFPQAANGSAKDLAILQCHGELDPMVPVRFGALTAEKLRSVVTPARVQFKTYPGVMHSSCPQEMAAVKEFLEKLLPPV
# LYPLA1 inh: LYPLA1 inhibitors, primary screen, counter-screen for PME1 inhibitor project, biochemical, fluorescence polarization, FP-Rh probe ABPP; recombinant LYPLA1; inhibition, % at 5.9 µM; 320,000 compounds, 0.16% hits;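 active = inhibition above the mean of all tested compounds plus 3 SD, set per campaign, cut at about 14% in these data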;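 also: inhibitors block serine hydrolase probe labeling of LYPLA1 so polarization falls; 0% = enzyme with DMSO and 100% = wells lacking LYPLA1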
# Target sequence (O75608 whole entry, looked up): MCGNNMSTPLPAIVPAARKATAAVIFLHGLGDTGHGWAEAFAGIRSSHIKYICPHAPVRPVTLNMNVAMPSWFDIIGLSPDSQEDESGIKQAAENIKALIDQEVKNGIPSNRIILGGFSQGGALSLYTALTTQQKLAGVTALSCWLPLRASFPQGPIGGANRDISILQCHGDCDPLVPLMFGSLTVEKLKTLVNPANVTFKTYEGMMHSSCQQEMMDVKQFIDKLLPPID
# ZTA counter: counter-screen for EBNA-1 inhibitors: inhibitors of Epstein-Barr virus ZTA | P03206 | 320,000 compounds, 0.15% hits | inhibition, % at 11 µM | ZTA-DNA binding, fluorescence polarization; in the data active = inhibition above about 33%
# Target sequence (P03206 whole entry, looked up): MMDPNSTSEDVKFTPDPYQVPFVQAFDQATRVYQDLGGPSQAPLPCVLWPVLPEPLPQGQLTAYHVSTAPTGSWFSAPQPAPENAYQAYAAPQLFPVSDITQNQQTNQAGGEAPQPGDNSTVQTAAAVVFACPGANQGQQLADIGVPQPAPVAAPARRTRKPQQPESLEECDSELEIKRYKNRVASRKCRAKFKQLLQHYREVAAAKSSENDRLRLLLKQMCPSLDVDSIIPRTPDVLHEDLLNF
# PAD4 FP inh: human PAD4 inhibitors, primary screen, biochemical, fluorescence polarization, 1536-well format; recombinant PAD4, RCA probe fluorescence polarization; Protein-arginine deiminase type-4 (Homo sapiens), Q9UM07; inhibition, % at 6.36 µM; 330,000 compounds, 0.41% hits;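 active = percent inhibition above a cutoff equal to the mean of all tested compounds plus 3 SD, cut at about 15% in these data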;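 also: 0% = PAD4 with RCA probe and DMSO and 100% = probe without PAD4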
# GSTO1 counter: inhibitors of recombinant GSTO1, primary screen, counter-screen for RBBP9 inhibitor project, biochemical, fluorescence polarization | Glutathione S-transferase omega-1 (Homo sapiens), P78417 | activity-based probe fluorescence polarization | inhibition, % at 5.96 µM | 300,000 compounds, 1.1% hits | AID 1974, 2009;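 active = inhibition above the campaign mean inhibition plus 3 SD, cut at about 35% in these data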;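 also: 0% = GSTO1-1 with DMSO and 100% = wells lacking GSTO1-1 enzyme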
# PREPL inhibitor: PREPL enzyme inhibitors, primary screen, biochemical, fluorescence polarization. Prolyl endopeptidase-like (Homo sapiens), Q4J6C6. recombinant PREPL, fluorescence polarization activity-based probe. inhibition, % at 5.96 µM. 320,000 compounds, 0.68% hits; in the data active = inhibition above about 43%;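 also: 0% = enzyme with DMSO and 100% = wells lacking enzyme; many of its hits are not listed in these tables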
# PAFAH1B3 FP inh: PAFAH1B3 enzyme inhibitors, primary screen, biochemical, fluorescence polarization, human; 340,000 compounds, 0.28% hits; AID 492972, 2010; inhibition, % at 3.39 µM; Platelet-activating factor acetylhydrolase IB subunit alpha1 (Homo sapiens), Q15102; recombinant PAFAH1B3, FP-rhodamine probe;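 active = inhibition above the screen-wide average of all tested compounds plus 3 SD, cut at about 25% in these data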;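 also: 0% = enzyme with DMSO only and 100% = wells lacking PAFAH1B3 protein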
# Target sequence (Q15102 whole entry, looked up): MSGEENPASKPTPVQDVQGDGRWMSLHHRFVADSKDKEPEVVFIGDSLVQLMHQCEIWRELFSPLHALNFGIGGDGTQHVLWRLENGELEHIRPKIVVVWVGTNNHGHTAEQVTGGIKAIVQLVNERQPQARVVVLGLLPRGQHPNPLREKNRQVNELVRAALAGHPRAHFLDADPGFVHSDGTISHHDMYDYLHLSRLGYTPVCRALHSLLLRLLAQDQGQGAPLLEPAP
# EBNA-1 inhibitor: EBNA-1 DNA-binding inhibitors, primary screen, biochemical, fluorescence polarization; inhibition, % at 14.8 µM; 300,000 compounds, 0.34% hits; in the data active = inhibition above about 28%
# * hit, by the source's call; nt = not tested or not shown; & = joins results of further samples. Only part of the results is shown; count on the stated rates, not on these rows.
# Sample of the layout, 2 compounds:
SMILES,PAFAH2 FP inh,LYPLA2 inh,LYPLA1 inh,ZTA counter,PAD4 FP inh,GSTO1 counter,PREPL inhibitor,PAFAH1B3 FP inh,EBNA-1 inhibitor
O=[N+]([O-])c1ccc(Cl)c(Cl)c1Cl,-3,-3,-1,0,2,nt,10,11,nt
C/C(=N\Nc1ccccc1)c1c(O)n(-c2ccccc2)c(=O)[nH]c1=O,4,2,3,-3,-1,-1,2,1,-2

# The listing, previewed entries included:
SMILES,PAFAH2 FP inh,LYPLA2 inh,LYPLA1 inh,ZTA counter,PAD4 FP inh,GSTO1 counter,PREPL inhibitor,PAFAH1B3 FP inh,EBNA-1 inhibitor
O=[N+]([O-])c1ccc(Cl)c(Cl)c1Cl,-3,-3,-1,0,2,nt,10,11,nt
C/C(=N\Nc1ccccc1)c1c(O)n(-c2ccccc2)c(=O)[nH]c1=O,4,2,3,-3,-1,-1,2,1,-2
c1ccc2c(CN3CCCCCC3)c[nH]c2c1,2,-5,-6,8,2,2,-1,-1,7
COc1ccc(CN2CCN(Cc3ccccc3F)CC2)cc1,-4,1,-1,1,0,8,-8,7,-2
Cc1cccc(CSc2nc3c(cc2C#N)CN(C)CC3)c1,5,16,3,-13,2,16,19,0,11
Cc1ccc(C[n+]2c(-c3ccc(C)cc3)cc(-c3ccc(C)cc3)cc2-c2ccc(C)cc2)cc1,6,1,1,-8,-9,4,55*,10,-6
N#CC(C#N)=NNc1ccc(-n2ccc(C(F)(F)F)n2)cc1,5,-15,-12,-2,-7,9,6,1,18
O=c1[nH]c(=S)[nH]c(O)c1N=Nc1ccc(S(=O)(=O)N2CCOCC2)cc1,3,2,1,7,-2,0,19,24,4
c1ccc([C@@H]2CO2)cc1,nt,-2,-1,2,1,1,-1,nt,1
CC(=O)N1CCN(CC(=O)Nc2ccc(C#N)c(Cl)c2)CC1,-10,-2,-4,-1,-6,7,7,8,-5
Brc1cccc(CNCCc2ccc3c(c2)OCO3)c1,2,6,4,-17,-6,-3,-46,6,-25
COC(=O)C(C)Oc1cc(C)cc2oc(=O)c3c(c12)CCCC3 (configuration not stated),-8,-2,-1,-2,-1,-1,2,3,-1
CCCOc1ccc(N2C(=O)CC(N3CC=C(c4ccccc4)CC3)C2=O)cc1 (configuration not stated),-3,1,-6,-10,-4,-3,6,1,-3
CC(=O)OC1(c2ccccc2)CC(C(C)(C)C)CN(C(C)(C)C)C1 (configuration not stated),2,6,1,1,0,3,-2,7,-7
C[C@@H]1CC2C3CC=C4C[C@@H](O)CC[C@]4(C)C3CC[C@]2(C)[C@H]1O (some centres not stated),-6,nt,nt,nt,4,nt,-11,6,nt
CCC1(c2ccccc2)C(=O)N(C)C(=O)N(C)C1=O,-1,4,2,11,0,1,2,3,-5
CC(C)(C)c1ccc(OC(=O)N2CCCCC2)cc1,3,7,2,2,2,-5,-1,9,12
CN1C2CCC1CC(OC(=O)c1ccc([N+](=O)[O-])cc1)C2 (configuration not stated),-1,5,0,-15,-6,5,-3,0,3
COC(=O)C1=C(c2cccc(OCc3ccccc3)c2)C[C@@H]2CC[C@H]1N2C(=O)NCCc1ccc(F)cc1,-5,-5,-2,-2,2,nt,36,0,nt
Cc1ccc(-c2nn(Cc3ccccc3)cc2C=O)cc1C,-3,0,-2,5,2,-2,-10,7,10
CCOC(=O)C(NC(=O)CCl)(Nc1ccc(C(O)(C(=O)OCC)C(F)(F)F)cc1)C(F)(F)F (configuration not stated),2,0,-2,-2,0,53*,11,5,3
CSc1nc(N)c(N=Nc2ccc([As](=O)(O)O)cc2)c(=O)[nH]1,5,-2,0,1,15,10,-2,4,-11
C[C@@H](N)Cc1cnc[nH]1,-6,-9,-2,4,-1,8,1,3,2
NS(=O)(=O)c1ccc(-c2ccc(C=C3C(=O)NC(=S)NC3=O)o2)cc1,nt,0,-2,10,-2,23,1,nt,-3
C[C@@H]1O[C@@H](O[C@H]2C[C@@H](O)[C@]3(CO)[C@H]4[C@H](O)C[C@]5(C)[C@@H](C6=CC(=O)OC6)CC[C@]5(O)[C@@H]4CC[C@]3(O)C2)[C@H](O)[C@H](O)[C@H]1O,18,-5&-2,0&0,9&2,-2&-4,1&6,6&1,9,1&-7
CCc1ccc(N2C(=O)NC(=O)C(Cc3ccc(OC)cc3OC)C2=O)cc1 (configuration not stated),4,-6,3,-1,0,-4,3,10,-1
CCOc1cc(C=O)ccc1O,2,nt,nt,nt,-1,nt,22,-6,nt
COc1ccccc1-n1c(O)c(C=NCc2ccc3c(c2)OCO3)c(=O)[nH]c1=O,5,-8,-3,0,-5,6,16,5,4
C=Cn1ccnc1P(=S)(c1nccn1C=C)c1nccn1C=C,-5,6,-1,3,-1,5,10,7,-1
COc1ccc(C(=O)C2CCCN(CCO)C2)c(C)c1 (configuration not stated),1,8,3,-16,0,1,-9,0,3
Nc1ccccc1C(=O)c1ccccc1,9,-8,-1,9,-5,5,2,0,1
CN(C)C1C(=O)C(C(N)=O)=C(O)C2(O)C(=O)C3=C(O)c4c(O)cccc4C(C)(O)C3C(O)C12 (configuration not stated),26,4,-2,-3,-3,68*,20,26*,6
CCCCn1c(O)c(C(=O)/C=C/c2c[nH]c3ccccc23)c(=O)[nH]c1=O,1,-5,-3,6,-1,-10,-9,8,2
O=c1[nH]c(O)c(C=NCCc2ccccc2)c(=O)[nH]1,16,-2,-2,-5,-2,0,-4,6,1
CCCOP(=O)(O)c1c([N+](=O)[O-])cc(C(F)(F)F)cc1[N+](=O)[O-] (tested in a mixture with another compound),1,-3,0,-21,-4,-4,-1,6,-18
COc1cc2c(cc1OC)C13CCN4CC5=CCOC6CC(=O)N2C1C6C5CC43 (configuration not stated) (tested in a mixture with another compound),20,0,0,-9,-8,-7,7,10,-10
COC(=O)C1=C(c2cccc(C#N)c2)C[C@@H]2CC[C@H]1N2C(=O)NC1CCCCC1,-1,6,0,-5,0,nt,8,12,nt
CCOP(=O)(OCC)C(NC(=O)c1cccc([N+](=O)[O-])c1)C(Cl)(Cl)Cl (configuration not stated),4,-1,1,-4,0,-5,-3,0,0
COC(=O)C1=C(c2ccc(F)cc2OCc2ccccc2)C[C@@H]2CC[C@H]1N2C(=O)NC1CC1,0,-4,1,-6,-4,nt,16,-8,nt
O=C1NC(=S)NC(=O)C1C1CCCCC1,-1,-1,0,-7,-1,3,12,4,-2
CCOc1ccc2nc(N3CCC(C(=O)N4CCC5(CC4)OCCO5)CC3)sc2c1,-15,1,-1,1,-6,7,4,7,-15
Clc1ccccc1CN1CCN(c2ccccc2Cl)CC1,-6,-5,2,1,1,-2,0,0,-4
CN1C(=O)C2C[C@@]3(Br)c4ccccc4N(OOSc4ccccc4)[C@H]3N2C(=O)[C@@H]1Cc1ccccc1 (some centres not stated),-5,7,-2,-4,4,10,12,1,9
O=C(Cc1ccccc1)OCC(=O)c1ccc(F)cc1,4,nt,nt,nt,1,nt,3,5,nt
COP(=O)(/C=C(\Cl)c1ccccc1)/C=C(\Cl)c1ccccc1,-1,3,0,9,2,25,-31,-2,9
COc1cc([C@H]2OC[C@H]3[C@@H]2CO[C@@H]3c2cc(OC)c(O[C@@H]3O[C@H](CO)[C@@H](O)[C@H](O)[C@H]3O)c(OC)c2)cc(OC)c1O[C@H]1O[C@@H](CO)[C@H](O)[C@@H](O)[C@@H]1O,4,nt,nt,nt,1,nt,14,12,nt
O=C(OC1CC2CCC(N2)C1C(=O)O)c1ccccc1 (configuration not stated),7,nt,nt,nt,0,nt,-5,6,nt
CNC(=O)Oc1ccc(C(=O)N2c3ccccc3NC(=O)C2C)cc1 (configuration not stated),-2,-5,0,-6,0,-1,-2,11,1
CCOC(=O)c1c(N)n(CCCOC(=O)c2ccco2)c2nc3ccccc3nc12,-1,1,4,-1,-3,33,8,10,-16
CC12CN3CC(C)(CN(C1)C3c1cccnc1)C2=O (configuration not stated),2,1,2,8,-1,0,-8,0,6
c1ccc(-c2cc(-c3ccccc3)[n+](-c3ccccc3)c(-c3ccccc3)c2)cc1,-5,5,2,-21,-2,10,21,2,-8
COC12CCC3(CC1C(C)(O)C(C)(C)C)[C@H]1Cc4ccc(OC5OC(C(=O)O)[C@@H](O)C(O)[C@H]5O)c5c4[C@@]3(CCN1CC1CC1)C2O5 (some centres not stated),0,nt,nt,nt,1,nt,24,5,nt
Cc1ccc2[nH]c(C)c(CCNCc3cccnc3)c2c1,9,2,-2,1,0,2,19,4,-5
O=C1NC(=O)C(=Cc2ccc(N3CCOCC3)cc2)C(=O)N1,-5,-4,-3,5,-3,-9,0,3,6
O=C1NC(=O)C(=Cc2ccc(-c3ccccc3[N+](=O)[O-])o2)C(=O)N1,13,-5,1,3,-4,-1,5,14,-14
Cc1cc(C)[n+](CCCC[n+]2c(C)cc(C)cc2C)c(C)c1,2,0,0,-6,2,1,7,6,-2
CCCC(=O)NC(Oc1ccc(OC)cc1)C(Cl)(Cl)Cl (configuration not stated),8,6,4,-17,1,3,15,2,-20
CC(C)(C)c1nc(NCc2ccc3c(c2)OCO3)c2nnn(Cc3ccccc3Cl)c2n1,4,7,-2,8,-6,-7,-11,5,-5
Cc1cccc(-n2c(O)c(/C=N/Nc3nc4c(c(=O)n(C)c(=O)n4C)n3C)c(=O)[nH]c2=S)c1,6,-3,6,8,-3,-2,6,9,-9
CCn1c(P(C)(=O)O)nc2ccccc21,-2,1,0,-6,-2,3,-4,5,-9
# The list continues:
SMILES,PAFAH2 FP inh,LYPLA2 inh,LYPLA1 inh,ZTA counter,PAD4 FP inh,GSTO1 counter,PREPL inhibitor,PAFAH1B3 FP inh,EBNA-1 inhibitor
C[C@]12CCC3[C@@H](CCC4=CC(=O)CC[C@@]43C=O)C1CCC2=O (some centres not stated),-1,-6,-1,-9,-8,-1,2,4,-13
O=c1[nH]c(=O)n(CCC2=CCCCC2)c(O)c1C=NCCN1CCNCC1,0,-4,-4,-4,-8,-4,3,-1,4
C=C(CC1CC(O)[C@]2(C)OC3CC4OC5C[C@]6(C)O[C@]7(C)CCC8OC9C[C@]%10(C)OC%11C(C)=CC(=O)OC%11CC%10OC9C[C@@H](C)C8OC7CC6O[C@]5(C)C/C=C\C4OC3CC2O1)C(=O)O (some centres not stated),5,4,0,2,-2,2,-44,6,17
CC(C)n1c(=O)c(C=Nc2ccc(F)cc2)c(O)n(Cc2ccco2)c1=O,-3,-3,-2,-5,-4,-4,2,-7,-5
Cc1ccc(N=Cc2c(O)n(-c3ccc(C)cc3)c(=O)[nH]c2=O)cc1,6,11,0,-4,2,4,6,4,-2
COc1ccc(CCNCc2ccncc2)cc1,0,1,-3,20,-4,5,-3,-5,-5
Oc1ccc2c3c1OC1C(O)CC[C@@]4(O)[C@@H](C2)N(CC2CCC2)CC[C@]314 (some centres not stated),nt,4,1,-9,-1,7,1,nt,-1
O=C1NC(=O)C(CCc2ccncc2)(C2CCCCC2)C(=O)N1,5,1,2,10,-3,4,6,3,10
O=C1NC(=O)C(=Cc2ccc(N3CCN(C(=O)c4ccccc4)CC3)c([N+](=O)[O-])c2)C(=O)N1,7,12,3,-8,-2,24,7,-2,3
COc1ccc(Br)cc1CNCCc1ccc2c(c1)OCO2,0,-6,-1,-4,3,2,-69,3,0
Cc1cc(/C=C2/C(=O)NC(=O)N(c3ccc(Br)cc3)C2=O)c(C)n1C,-13,-3,2,5,-6,-7,2,-24,-4

# High-throughput results: PubChem, The Scripps Research Institute Molecular Screening Center
